RBX1-CUL1 inh = blocks human RBX1-Cullin-1 di-ubiquitin formation; AID 1347404; inhibition, % at 10 µM; in vitro K48 di-Ub FRET, acceptor:donor ratio, 45 min; hit rate 0.6% among 140,000; P62877+Q13616; in the data active = inhibition above about 25%
Target sequence (P62877 whole entry, looked up): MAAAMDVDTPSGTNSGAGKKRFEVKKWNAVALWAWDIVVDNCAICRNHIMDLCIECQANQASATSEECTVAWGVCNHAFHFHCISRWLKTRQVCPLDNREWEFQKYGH
Target sequence (Q13616 whole entry, looked up): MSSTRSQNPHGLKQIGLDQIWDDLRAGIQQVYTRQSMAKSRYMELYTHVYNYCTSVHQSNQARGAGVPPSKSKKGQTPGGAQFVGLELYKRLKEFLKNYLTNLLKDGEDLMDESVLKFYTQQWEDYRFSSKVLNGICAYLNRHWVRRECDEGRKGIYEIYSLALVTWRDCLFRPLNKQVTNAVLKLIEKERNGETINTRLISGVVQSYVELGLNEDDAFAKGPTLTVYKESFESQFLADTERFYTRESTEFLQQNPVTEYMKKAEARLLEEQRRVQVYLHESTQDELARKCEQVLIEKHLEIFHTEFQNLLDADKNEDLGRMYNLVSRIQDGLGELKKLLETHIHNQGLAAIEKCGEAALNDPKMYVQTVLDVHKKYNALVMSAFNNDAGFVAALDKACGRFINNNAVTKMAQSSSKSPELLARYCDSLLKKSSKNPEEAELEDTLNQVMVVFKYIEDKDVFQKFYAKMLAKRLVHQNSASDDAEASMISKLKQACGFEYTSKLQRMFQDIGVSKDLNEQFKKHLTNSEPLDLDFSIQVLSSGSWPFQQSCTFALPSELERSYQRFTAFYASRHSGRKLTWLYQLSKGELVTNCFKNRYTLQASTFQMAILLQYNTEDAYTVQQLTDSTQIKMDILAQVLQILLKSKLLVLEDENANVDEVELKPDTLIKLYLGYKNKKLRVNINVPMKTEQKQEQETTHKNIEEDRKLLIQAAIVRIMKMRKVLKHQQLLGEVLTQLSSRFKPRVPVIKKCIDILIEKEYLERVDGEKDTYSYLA
Numbers without * were called inactive. Not all compounds are listed; rates above refer to the full screens.

SMILES	RBX1-CUL1 inh
CC1=NN(c2ccccc2)C(=O)C1C(c1ccccc1C(=O)O)C1C(=O)N(c2ccccc2)N=C1C (stereo unspecified)	-3
COc1ccc(S(=O)(=O)N2CCN(C(=O)C(C)C)CC2)cc1OC	-5
Cc1cccc(/C=N/Nc2ccccc2[N+](=O)[O-])c1	-8
Cc1[nH]c2ccccc2c1/C=N\NC(=O)c1ccc(OC(F)(F)C(F)F)cc1	5
COC(=O)/C=C1\SC(=NC(=O)c2ccc(C)cc2)NC1=O	-1
Cc1ccc(SCCNC(=O)CN(c2cccc(C)c2C)S(C)(=O)=O)cc1	-4
Cc1ccccc1CCNC(=O)c1ccc2c(c1)c(C)c(C)n2C	-7
COC(=O)C(NC(=O)c1ccccc1Cl)(Nc1ccc(Cl)cn1)C(F)(F)F (stereo unspecified)	1
CCCCOc1ccc(-c2nc3ccc(C)cc3c(C(=O)O)c2C)cc1	9
COC(=O)C1CCN(CC(O)COc2ccc(CNCCc3cn[nH]c3)cc2)CC1 (stereo unspecified)	3
C/C(=C\Cn1cnc(C(N)=O)c1N)COC(C)(C)C	-12
COc1ccc(N2CCN(CC(O)COc3c(OC)cccc3OC)CC2)cc1 (stereo unspecified)	-4
COc1ccccc1-c1ccnc(-n2ncc(C(=O)N3CCN(c4ccccc4OC)CC3)c2C)n1	-8
Nc1c(C(=O)Nc2cc(Cl)ccc2Cl)sc2ncccc12	-6
Cc1cccc(NC(=O)CN2CCCCCC2)c1C	-4
COc1ccc(-n2c(C)cc(C(=S)N3CCOCC3)c2C)cc1	-3
COC(=O)c1ccc(NC(=O)CSc2nnc(-c3ccccc3Cl)n2N)cc1	-2
Cc1cccc(OC(=O)c2snnc2C)c1	-8
Nc1nc(-c2ccccc2)cs1	-11
CC(=O)c1ccc(N2CCN(C(=O)c3cc(S(=O)(=O)N4CCCCCC4)cn3C)CC2)cc1	-6
CCOc1ccc(NC(=O)CSc2nnc(CNC(=O)c3ccc(Cl)cc3Cl)n2C)cc1	-3
O=C(Nc1cccc(Br)c1)c1cnsn1	2
COC(=O)c1cc(NC(=O)c2sc3ncccc3c2N)ccc1Cl	9
COc1ccccc1CNC(=O)c1cc(S(=O)(=O)N2CCCC(C)C2)cn1C (stereo unspecified)	-7
COc1cccc(-c2ccc(NC(=O)C3CCCN3C(=O)CSC)cc2)c1 (stereo unspecified)	1
CCC1CN(C(=O)C2CCN(S(=O)(=O)c3c(C)noc3/C=C/c3ccccc3F)CC2)c2cc(C)ccc2O1 (stereo unspecified)	1
Cc1ccc(C(=O)C2C(=O)C(=O)N(CC3CCCO3)C2c2cccc(Cl)c2)o1 (stereo unspecified)	8
C=CCOc1ccccc1CNC1COc2c(cccc2OC)C1 (stereo unspecified)	5
COc1cc(C(=O)N/N=C(\C)c2ccco2)cc(OC)c1OC	-1
CCC(O)c1nc2ccccc2n1Cc1ccccc1 (stereo unspecified)	-6
CCc1nnc(NC(=O)c2ccc(Cl)cc2Cl)s1	-9
CCNS(=O)(=O)c1cc(-c2nnc(Nc3cccc(C(F)(F)F)c3)c3ccccc23)ccc1C	-2
CC(CNC(=O)CCC1CCCCC1)NC(=O)CCC1CCCCC1 (stereo unspecified)	1
CC(C)CCN1NC2(CCCCC2)NC1=S	1
COc1ccc(NC(=O)c2ccc3nc(CCc4ccccc4)oc3c2)c(OC)c1	0
COc1ccc(NC(=O)CC2C(=O)N(c3ccc(OC)cc3)C(=O)N2Cc2ccc(OC)c(OC)c2)cc1 (stereo unspecified)	-7

Part of the list above in order of length of the SMILES, low to high:
SMILES	RBX1-CUL1 inh
COc1ccc(S(=O)(=O)N2CCN(C(=O)C(C)C)CC2)cc1OC	-5
COc1ccc(NC(=O)c2ccc3nc(CCc4ccccc4)oc3c2)c(OC)c1	0
CCOc1ccc(NC(=O)CSc2nnc(CNC(=O)c3ccc(Cl)cc3Cl)n2C)cc1	-3

Next entries:
SMILES	RBX1-CUL1 inh
CCOC(=O)c1sc(NC(=S)NC(=O)c2cc(Cl)ccc2OC)c(C#N)c1C	3
CC(=O)c1sc(N/N=C\c2ccc(Br)cc2)nc1C	12
O=c1[nH]c2ccc(F)cc2[nH]c1=O	8
c1ccc2c(c1)nc1n2CC[n+]2cscc2-1	4
CC(C)NCC(O)COc1ncc2c(c1C#N)CCC2 (stereo unspecified)	1
CN1CCN(C(=S)NC(=O)c2ccc(Br)o2)CC1	-6
Cc1cc2c(cc1C)C(c1cccc(OC(C)C)c1)CC(=O)N2 (stereo unspecified)	-6
COc1ccc(O)c(/C=C2\C(=O)Nc3ccc(Br)cc32)c1	2
CCc1ccc(-c2nc(CN3CCC(C(=O)NCCc4ccc(C)cc4)CC3)c(C)o2)cc1	-6
Cc1c(Cl)cccc1NC(=O)CSc1nc2ccccc2[nH]1	-4
CCCC(=O)Nc1nnc(S(=O)(=O)N(C)Cc2ccc(Cl)cc2)s1	-5
CCOc1cccc(C(=O)Nc2cccc(-c3nc4cc(CC)ccc4o3)c2)c1	-3
COC(=O)c1cc(C(=O)c2ccccc2)n2c3ccccc3n(Cc3ccccc3)c12	4
O=C(NCc1ccccc1)C1CCN(c2ncnc3c2nc2n3CCCCC2)CC1	4
COCc1nnc(NC(=O)COc2ccccc2C(C)(C)C)s1	-2
COCCC(=O)N1CCCC(CCc2c(F)cccc2F)C1 (stereo unspecified)	-1
CCc1ccc(-c2nc(SCC(=O)NCCOC)c(-c3ccc(C)cc3)[nH]2)cc1	-1
CNC(=O)COc1ccc(-c2ccccc2)cc1Br	0
COc1ccc(NC(=O)c2sc3nc(-c4ccc(OC)cc4)cc(-c4ccc(OC)cc4)c3c2N)cc1	5
CCOC(=O)Nc1scc(-c2cccs2)c1C(=O)OC	-3
Nc1nnc(CSCc2ccc(Cl)cc2Cl)s1	0
CNCc1cc2ccccc2s1	-4
COc1ccccc1/C=N/NC(=O)c1cc(-c2ccccc2Cl)nc2ccccc12	8
COC(=O)c1ccc(Cl)c(-c2ccc(/C=N/NC(=O)c3cccc([N+](=O)[O-])c3)o2)c1	4
CC1CCc2c(sc(N=CN(C)C)c2C#N)C1 (stereo unspecified)	9
Cc1cc(C(=O)N2CCC(C3CCN(Cc4cccnc4)CC3)C2)nn1C (stereo unspecified)	7
Cc1ccc2c(c1)c1c(n2C)C(C#N)CCC1 (stereo unspecified)	-5
Cc1ccc2nc(C)cc(NCc3cccnc3)c2c1	7
Cc1cc(C)n(C(=O)C(C(=O)c2ccccc2)C(C)C)n1 (stereo unspecified)	-10
CC1(C(=O)N2CCc3ccccc32)CC1(Br)Br (stereo unspecified)	2
Cc1ccc2[nH]c3c(c2c1)CCC/C3=N\N=C1/CCCc2c1[nH]c1ccc(C)cc21	3
Cc1ccc2c(c1)NC(=O)C(CC(=O)NCCCN(C)C)S2 (stereo unspecified)	5
Cc1c(C)n(Cc2ccccc2)c2ccc(C(=O)NCc3ccc(OC(C)C)cc3)cc12	-1
CCn1c(/C=C/c2ccccc2)nc2ccccc2c1=O	15
Cc1ccc(-n2nnnc2-c2c[nH]c3ccc(Cl)cc23)cc1	5
Cc1ccc(C)c(-c2[nH]c3c(c2-c2c(-n4cccc4)n(C)c(=O)[nH]c2=O)c(=O)[nH]c(=O)n3C)c1	7
O=C1c2ccc(Br)cc2C(=O)N1CNc1cccc(Cl)c1Cl	1
CC(C)(C)NC(=O)c1ccccc1Sc1ccccc1C#N	0
CC(C)C(C(=O)O)n1c(O)c(C=C2C=Nc3ccccc32)sc1=S (stereo unspecified)	25*
CCCc1[nH]nc2c1C(c1cccc(O)c1)C(C#N)C(=N)O2 (stereo unspecified)	3
CCOc1ccccc1C(=O)Nc1ccccc1C(=O)NC	2
O=S(=O)(CCc1nc2ccccc2[nH]1)c1ccc(Br)cc1	6
N=C1/C(=C/c2ccc(-c3ccccc3)o2)C(=O)N=C2SC(C(F)(F)F)=NN12	60*
CCc1nc2cc(N)ccc2n1CCO	1
O=C(CSC1=NCCS1)Nc1cc(Cl)ccc1N1CCOCC1	-2
CCOC(=O)C1CCCN(C2CC(=O)N(c3ccc(N4C(=O)CC(N5CCCC(C(=O)OCC)C5)C4=O)cc3)C2=O)C1 (stereo unspecified)	7
CCOc1ccc(S(=O)(=O)c2cn(Cc3cc(C)ccc3C)c3ccc(OCC)cc3c2=O)cc1	4
CC(=O)c1c(C)nn(S(=O)(=O)c2ccc(C)cc2C)c1C	-6
COc1ccc(C(=O)N(Cc2ccc(OCCCc3cccnc3)cc2)[C@H]2CCCCNC2=O)c(OC)c1	-10
Cc1nnc2nc(-c3ccc(Cl)cc3Cl)[nH]n12	8
COc1ccc(OC)c(N=Cc2cc([N+](=O)[O-])cc(C)c2O)c1	11
Cn1c(=O)oc2cc(S(=O)(=O)Nc3ccccc3O)ccc21	-2
Cc1ccccc1C(=O)Nc1cccc(C(C)O)c1 (stereo unspecified)	6
COc1cc2c(C(=O)c3ccccc3)c(C)oc2cc1C(=O)CCC(=O)O	3
COc1ccc(C(=O)Nc2ccc(N3CCN(C(C)=O)CC3)c(Cl)c2)cc1Cl	-4
COCCc1nc2ccc(C(=O)N3CCC(O)(c4ccccc4)CC3)cc2o1	-5
Cc1oc(-c2ccsc2)nc1CN1CCCCC1C (stereo unspecified)	-3
O=C(Nc1cccc(O)c1)c1ccc(C(F)(F)F)cc1	-4
C=CCN(Cc1cnc(Nc2ccccc2C)s1)C1CCS(=O)(=O)C1 (stereo unspecified)	9
Cc1ccc(C(=O)COC(=O)c2cccs2)cc1	-5

Remaining list, next part
SMILES	RBX1-CUL1 inh
Cc1cc(F)ccc1NC(=O)C1CCCN(C(=O)c2cnn(-c3ccccc3)c2-n2cccc2)C1 (stereo unspecified)	7
CC(C)(C)OC(=O)N1CCC(c2c(C(=O)N3CCCCC3)cnn2-c2ccccc2Cl)CC1	8
COc1ccc(C2(C(C[N+](=O)[O-])c3ccc(Br)cc3)C(=O)c3ccccc3C2=O)cc1 (stereo unspecified)	-2
CCOc1ccc(OCC(=O)NCCS(=O)(=O)N2CCN(c3cccc(Cl)c3)CC2)cc1	8
COCc1nnc2n1N=C(c1ccccc1)CS2	-12
CCCC1=C(C(=O)OCC)C(c2c(OC)ccc3ccccc23)N2C(=O)CSC2=N1 (stereo unspecified)	11
Cc1ccc(OCCOc2ccccc2/C=C2\SC(=N)NC2=O)c(C)c1	3
O=C(N[C@@H]1CSC/C1=N\O)c1ccccc1	-1
CCOc1cc(CNn2nnnc2N)cc(Cl)c1OCC(=O)NC(C)(C)C	-1
COc1ccc(C2(C(=O)NC(C)(C)C)CCOCC2)cc1	5
COc1ccc(N2CCN(S(=O)(=O)CCNC(=O)c3cc(=O)c4ccccc4o3)CC2)cc1	9
O=C(Nc1ccccc1Oc1cccnc1)C1CCCN1Cc1ccc(F)cc1 (stereo unspecified)	5

No new results follow: 6 of the compounds above.
SMILES	RBX1-CUL1 inh
Cc1cc(F)ccc1NC(=O)C1CCCN(C(=O)c2cnn(-c3ccccc3)c2-n2cccc2)C1 (stereo unspecified)	7
CC(C)(C)OC(=O)N1CCC(c2c(C(=O)N3CCCCC3)cnn2-c2ccccc2Cl)CC1	8
COc1ccc(C2(C(C[N+](=O)[O-])c3ccc(Br)cc3)C(=O)c3ccccc3C2=O)cc1 (stereo unspecified)	-2
CCOc1ccc(OCC(=O)NCCS(=O)(=O)N2CCN(c3cccc(Cl)c3)CC2)cc1	8
COCc1nnc2n1N=C(c1ccccc1)CS2	-12
CCCC1=C(C(=O)OCC)C(c2c(OC)ccc3ccccc23)N2C(=O)CSC2=N1 (stereo unspecified)	11

Remaining list, next part.
SMILES	RBX1-CUL1 inh
CCOC(=O)c1c(C)n(C)c2ccc(OC)cc12	1
COC(C(=O)NCc1c(C)ncc2c1CCN(C(=O)Cc1ccc(F)c(F)c1)C2)c1ccccc1 (stereo unspecified)	-4
COc1ccc(CCNC(=O)c2cc3sccc3n2Cc2ccc(Cl)cc2)cc1OC	-5
Cc1cc(C(=O)NCCC(C)C)ccc1NS(C)(=O)=O	15
CCOc1ccc(-c2nc(N)sc2CC)cc1	5
COc1ccc(NCn2nnc3ccccc32)cc1	5
CCOc1ccc(Nc2sc(C(=O)c3ccc4c(c3)OCO4)c(N)c2S(=O)(=O)c2ccc(C)cc2)cc1	-3
N#CC1=NN(c2ccc(Br)cc2)C(c2ccccc2)CC1=O (stereo unspecified)	5
CNC(=O)C1CCN(S(=O)(=O)c2cc(F)ccc2OC)CC1	3
O=C(O)c1ccccc1-c1ccccc1C(=O)Nc1ccc2ccccc2c1	1
O=C1NC(=S)S/C1=C/c1ccc(C(=O)O)cc1	-6
CCCCc1ncc(CN2CCCC(CO)(CCc3ccccc3)C2)[nH]1 (stereo unspecified)	-3

Overlap with the part before: 7 entries, then new ones.
SMILES	RBX1-CUL1 inh
COc1ccc(NCn2nnc3ccccc32)cc1	5
CCOc1ccc(Nc2sc(C(=O)c3ccc4c(c3)OCO4)c(N)c2S(=O)(=O)c2ccc(C)cc2)cc1	-3
N#CC1=NN(c2ccc(Br)cc2)C(c2ccccc2)CC1=O (stereo unspecified)	5
CNC(=O)C1CCN(S(=O)(=O)c2cc(F)ccc2OC)CC1	3
O=C(O)c1ccccc1-c1ccccc1C(=O)Nc1ccc2ccccc2c1	1
O=C1NC(=S)S/C1=C/c1ccc(C(=O)O)cc1	-6
CCCCc1ncc(CN2CCCC(CO)(CCc3ccccc3)C2)[nH]1 (stereo unspecified)	-3
Cc1ccc(S(=O)(=O)N(c2ccccc2C)C(C)(C)C)cc1	-4
CCn1cc(C(=O)Nc2ccc(C)c(F)c2)c(C)n1	-6
CN(C)C(=S)SCc1cc(C(C)(C)C)c(O)c(C(C)(C)C)c1	0
CCOC(=O)c1ccc(N=c2oc3ccc(OC)cc3cc2-c2nc3ccccc3[nH]2)cc1	-5
O=C1CC(N2CCN(c3ccc4c(c3)OCO4)CC2)C(=O)N1c1ccc(Br)cc1 (stereo unspecified)	1
Cc1ccc(C(=O)N2CCN(c3ccc(NC(=O)CSc4ccc(Cl)cc4)cc3)CC2)cc1	-3
CCOC(=O)C1=C(C)NC(SCC(=O)c2ccc(-c3ccccc3)cc2)=NC1c1ccc(OC)cc1 (stereo unspecified)	-3
COc1ccc(NC(=O)C2CCCN(S(=O)(=O)C3C(=O)NC(=O)N=C3C)C2)cc1Cl (stereo unspecified)	-7
O=C1S/C(=C\c2cc3c(cc2Br)OCO3)C(=O)N1Cc1ccccc1	1
CCCC(=O)N(c1ccc2oc(-c3ccccc3)c(C(=O)OCC)c2c1)S(=O)(=O)c1ccc(C)cc1	3
CC(C)(C)C1CCc2c(sc3nc(SCC(=O)c4ccccc4)nc(SCC(=O)c4ccccc4)c23)C1 (stereo unspecified)	5
